KCNQ1 act = human KCNQ1 channel potentiation or activation | P51787 | CHO-K1 KCNQ1, thallium flux FluxOR fluorescence; stronger effect = higher value | B-score at 10 µM | 0.35% of 310,000 active;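 active = fluorescence ratio B-score, a plate-corrected score, at least three library SD, with initial intensity B-score within 5 SD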
Target sequence (P51787 whole entry, looked up): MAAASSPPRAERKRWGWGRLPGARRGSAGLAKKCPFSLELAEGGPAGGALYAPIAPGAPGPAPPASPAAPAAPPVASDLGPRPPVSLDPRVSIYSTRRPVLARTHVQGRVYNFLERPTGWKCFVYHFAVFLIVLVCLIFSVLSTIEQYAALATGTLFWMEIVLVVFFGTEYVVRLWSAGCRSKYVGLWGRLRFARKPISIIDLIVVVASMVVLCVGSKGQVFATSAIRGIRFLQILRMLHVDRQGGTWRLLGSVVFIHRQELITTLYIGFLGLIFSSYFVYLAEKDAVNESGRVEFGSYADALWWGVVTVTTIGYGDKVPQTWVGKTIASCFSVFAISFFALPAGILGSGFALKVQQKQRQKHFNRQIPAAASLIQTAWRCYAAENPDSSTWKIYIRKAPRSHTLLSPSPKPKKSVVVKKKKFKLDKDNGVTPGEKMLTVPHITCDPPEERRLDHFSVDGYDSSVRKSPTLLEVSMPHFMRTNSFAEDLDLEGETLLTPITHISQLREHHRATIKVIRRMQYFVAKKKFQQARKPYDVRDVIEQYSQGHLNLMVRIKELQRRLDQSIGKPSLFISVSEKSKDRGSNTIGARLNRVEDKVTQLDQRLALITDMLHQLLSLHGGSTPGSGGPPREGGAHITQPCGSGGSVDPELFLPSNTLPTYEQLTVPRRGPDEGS
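Schedule – 37 °C overnight plating, 90-min dark dye load, 20-min compound pretreatment · System – stable KCNQ1 CHO-K1 line · Probe or stimulus – thallium- and potassium-containing depolarizing buffer · Measured by – kinetic FluxOR fluorescence, 10 s baseline plus 110 s post-stimulus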
HDAC3 inh = human HDAC3 inhibition; recombinant HDAC3, fluorogenic peptide/trypsin coupled, fluorescence; inhibition, % at 8.3 µM; 0.15% of 320,000 active; in the data active = inhibition above about 26%, passing the limit was not always enough; inconclusive = no clear call, values can overlap the other calls
Target sequence (O15379 whole entry, looked up): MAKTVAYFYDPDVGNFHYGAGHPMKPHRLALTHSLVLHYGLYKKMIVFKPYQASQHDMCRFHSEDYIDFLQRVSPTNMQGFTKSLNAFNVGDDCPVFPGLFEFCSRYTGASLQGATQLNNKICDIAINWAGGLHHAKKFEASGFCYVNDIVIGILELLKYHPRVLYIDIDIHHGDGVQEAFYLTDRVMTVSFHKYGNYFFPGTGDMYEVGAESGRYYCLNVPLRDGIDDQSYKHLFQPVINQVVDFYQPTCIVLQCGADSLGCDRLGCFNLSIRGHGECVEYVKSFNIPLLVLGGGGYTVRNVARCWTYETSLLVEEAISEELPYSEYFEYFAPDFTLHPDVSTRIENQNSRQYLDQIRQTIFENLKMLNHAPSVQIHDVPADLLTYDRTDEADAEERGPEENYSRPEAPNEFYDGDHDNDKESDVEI
KCNK9 block = inhibitors of human KCNK9 two-pore domain potassium channel | AID 488922 | HEK293 KCNK9, FluxOR thallium flux fluorescence; stronger effect = lower value | 1.2% of 310,000 active | B-score at 10 µM;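 active = ratio B-score over 3 SD below the library mean, with starting fluorescence within 5 SD of its mean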;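 note: negative B-score means less thallium flux so channel inhibition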
KCNQ1 block = blocks the human KCNQ1 potassium channel; P51787; 1.3% of 310,000 active; B-score at 10 µM; CHO-K1 KCNQ1, FluxOR thallium flux fluorescence; stronger effect = higher value;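 active = compounds whose thallium flux B-score, printed positive for inhibition, exceeds three library SD while starting fluorescence stays within three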;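 note: channel opened by potassium depolarization with thallium stimulus after 20 min compound exposure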
hERG rescue = compounds protecting human hERG from proarrhythmic drug block | 0.51% of 310,000 active | CHO-hERG, FluxOR thallium flux, dofetilide IC70 present | Q12809 | activation (rescue from dofetilide block), less the hit threshold, % at 10 µM;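 active = activation above the mean of controls blocked by dofetilide plus 5 SD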;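 note: thallium influx through hERG after potassium depolarization seen as dye fluorescence rise; in these data hits start at about 4.7%; inactives centre near -7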
KCNK3 inh = human KCNK3 channel inhibition, primary screen. CHO-KCNK3 thallium flux, FluxOR fluorescence; stronger effect = lower value. B-score at 10 µM. 0.84% of 340,000 active. AID 602410;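 active = B-score under library mean minus 4 SD, starting fluorescence ratio at most library mean plus 5 SD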;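 note: more negative B-score means stronger inhibition of thallium flux through KCNK3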
GSK3B inh = inhibitors of human GSK3beta kinase; 0.038% of 300,000 active; activity score (negative = inhibition), % at 10 µM; AID 2097; GST-GSK3beta kinase, ADP-Glo luminescence, 60 min; stronger effect = lower value;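 active = more than half of replicate wells score below -50%, meaning over 50% inhibition versus plate controls; inconclusive = some replicates but at most half score below -50%; inactive = no replicate scores below -50%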;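 note: 0% = median DMSO wells and -100% = median GW8510 positive control wells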
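Assay system: GST-tagged human GSK3beta kinase, cell-free; Input: 1.6 ng GSK3beta; Medium: Tris/MgCl2 kinase buffer; Timing: 60 min enzyme reaction, room temperature; Signal: ADP-Glo luminescence quantifying ADP generated by kinase; Evaluation: score relative to plate controls; Benchmarks: DMSO neutral wells and GW8510 at 20 µM as positive.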
DYRK1A inh = blocks rat Dyrk1A kinase activity; Q63470; ADP-Glo luminescence, NFATc1 peptide; inhibition, % at 12.5 µM; 0.43% of 310,000 active; AID 504441; in the data active = inhibition above about 50%;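 note: plate controls were vehicle with enzyme for no effect and no enzyme for full effect; many of its hits are not listed in these tables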
PolyA inhibitor = blocks polyadenylation in yeast reporter cells. 0.02% of 300,000 active. AID 1875. S. cerevisiae SKY197-pL101 polyadenylation reporter, beta-gal luminescence; efflux-impaired pdr1/pdr3 knockout yeast; score 100 = 6 SD above DMSO. calls only at 12 µM;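 active = lowest replicate activity score at least 50, where 100 means six control SD above control mean; inconclusive = lowest score under 50 but half or more replicates reach 50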;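 note: yeast exposed to compound for 9 h at 30 °C; higher score means more reporter readthrough which indicates perturbed polyadenylation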
GSK3 alpha inh = inhibitors of human GSK-3 alpha kinase; P49840; ADP-Glo luminescence, 60 min; inhibition, % at 10 µM; 0.1% of 320,000 active; AID 2650;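 in the data active = inhibition above about 50%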;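 note: GST-tagged GSK-3 alpha with peptide substrate and 25 µM ATP; 0% = DMSO neutral wells and 100% = GW8510 positive control wells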
RGS4 act = RGS4 potentiation or activation; HEK293 M3R/inducible RGS4, carbachol calcium flux Fluo4; stronger effect = lower value; B-score at 10 µM; 0.92% of 310,000 active;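 active = B-score of the integrated calcium signal more than 4 SD below the library mean, with starting fluorescence not abnormally high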;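 note: negative B-score means reduced calcium response which marks RGS4 activation or potentiation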
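Assay system: HEK293 FlpIn-TREx cells, stable M3R, doxycycline-inducible RGS4 / Probe or stimulus: carbachol, ECmax concentration / Times: overnight RGS4 induction, 30 min dye load 37 °C, 20 min compound RT / Signal: kinetic calcium fluorescence imaging with Fluo4-AM dye, 2 µM / Measure: Agonist-evoked peak-minus-minimum fluorescence over baseline, integrated ratio, B score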
An asterisk follows results filed as active; i = inactive; ? = inconclusive; . = no result given. These rows are one share of the data; the hit share may differ from the screen's.

SMILES	KCNQ1 act	HDAC3 inh	KCNK9 block	KCNQ1 block	hERG rescue	KCNK3 inh	GSK3B inh	DYRK1A inh	PolyA inhibitor	GSK3 alpha inh	RGS4 act
CC(C)(C)c1ccc(CNC(=O)c2ccc3c(c2)NC(=O)CO3)cc1	i	0	i	i	3	i	2	2	i	-43	i
CCn1c(SCC(=O)Nc2ccc(C)cc2)nnc1-c1ccccn1	i	-15	i	i	-15	i	1	-7	i	0	i
O=C(Nc1ccccc1)N(Cc1cccs1)C1CCCC1	i	2	i	i	-7	i	-2	1	i	-1	i
CC(C(=O)c1ccc(-c2ccccc2)cc1)[n+]1ccccc1 (stereo unspecified)	i	6	i	i	-5	i	1	0	i	0	i
Fc1cccc(Cl)c1CSc1nnc(CN2CCOCC2)n1-c1ccccc1	i	0	i	i	-2	i	3	-2	i	9	i
O=C(CN1CCCCCC1)Nc1ccccc1	i	4	i	i	-4	i	2	1	i	-3	i
O=C1NCCCC1C(=O)NCCNC(=O)C(F)(F)F (stereo unspecified)	i	5	i	i	-9	i	0	-5	i	-1	i
O=C(c1cccs1)n1nc(-c2ccc(Cl)cc2)nc1NCc1ccco1	i	-10	i	i	-1	i	1	3	i	-4	i
Cc1cccc2cc3c(NC(=O)C(C)(C)C)nn(CC(C)C)c3nc12	i	-9	i	i	-4	i	2	.	i	-3	i
CCN(c1ccccc1)S(=O)(=O)c1cc(C(=O)Nc2ccccc2Cl)ccc1F	i	1	i	i	-5	i	-1	2	i	-1	i
NNC1=N[C@H]2CS(=O)(=O)C[C@H]2S1	i	-5	i	i	-2	i	0	1	i	0	i
COc1ccc(N2C(=O)c3cccc4c(N(C)CCO)ccc(c34)C2=O)cc1	i	2	i	7*	-12	i	0	.	i	-1	i
CCCCc1cc(=O)oc2cc(OCc3nn[nH]n3)ccc12	i	0	i	i	-9	i	-24	.	i	-2	i
CCCOc1ccc(C(=O)NC(=S)Nc2nc3ccccc3s2)cc1	i	-2	i	i	-4	i	4	-1	i	-5	i
O=C1CN(S(=O)(=O)c2cc(C(=O)O)ccc2Cl)c2ccccc2N1	i	1	i	i	-3	i	-10	2	i	1	i
OCCC1CN(C/C=C/c2ccco2)CCN1Cc1ccccc1 (stereo unspecified)	i	0	i	i	2	i	3	.	i	-1	i
O=C(CSc1ccc(-c2ccc3c(c2)OCO3)nn1)Nc1nccs1	i	-2	i	i	-10	i	1	-3	i	-2	i
Cn1c(=O)c2c(nc(N3CCCCCC3)n2CC(=O)c2ccc(Br)cc2)n(C)c1=O	i	-5	i	i	-2	i	-6	4	i	0	i
O=C(COc1ccccc1)Nc1c2c(nn1-c1ccc(F)cc1)CS(=O)(=O)C2	i	-7	i	i	-5	i	3	-5	i	-2	i
COc1ccccc1OCC(=O)N/N=C1/C=C(C)CC1	i	-1	i	i	-1	i	3	0	i	4	i
CCN(CC)C(=O)COc1ccc(N(C)S(=O)(=O)c2ccc(NC(C)=O)cc2)cc1	i	-5	i	i	-9	i	-3	-6	i	-1	i
Cc1ccc[n+](-c2[nH]c(=O)sc2/C=N/N=C(\[O-])CCn2c3ccccc3c3ccccc32)c1	i	6	i	i	-16	i	0	5	i	6	i
CCc1ccc(NC(=O)C(=O)N/N=C(\C)CC(=O)NCc2ccc(Cl)cc2)cc1	i	5	i	i	-10	i	8	0	i	1	i
CC(C)(C)NC(=O)COC(=O)CNC(=O)c1cc(Cl)cc([N+](=O)[O-])c1	i	-6	i	i	-11	i	-3	3	i	-2	i
O=C(NC1=NCCS1)c1ccncc1	i	-4	i	i	-3	i	1	12	i	8	i
The listing continues:
SMILES	KCNQ1 act	HDAC3 inh	KCNK9 block	KCNQ1 block	hERG rescue	KCNK3 inh	GSK3B inh	DYRK1A inh	PolyA inhibitor	GSK3 alpha inh	RGS4 act
O=C(Nc1nccs1)c1ccc(F)c(S(=O)(=O)N2CCOCC2)c1	i	5	i	i	-7	i	-2	0	i	5	i
Cc1nn(CC(=O)NCc2cccc3ccccc23)c(=O)c2ccccc12	i	1	i	i	-11	i	-1	2	i	.	i
COc1cccc(N2CCN(c3nc(C)cc(C)c3C#N)CC2)c1	i	9	i	i	-11	i	-4	2	i	0	i
O=C(NC(=S)N1CCN(c2ccc([N+](=O)[O-])cc2)CC1)c1ccccc1	i	2	i	i	-6	i	-2	-4	i	0	i
COc1ccc(-c2cc3ccc(OC(C)C(=O)O)cc3oc2=O)cc1 (stereo unspecified)	i	0	i	i	-1	i	4	-4	i	-3	i
Cc1cc(C(=O)N/N=C/C=C/c2ccccc2)c(C)o1	i	8	i	i	-6	i	2	-2	i	-2	i
CCn1cc(CCC(=O)O)c(C)n1	i	4	i	i	-5	i	1	-2	i	1	i
CCc1cccc(OCCCN2C(=O)NC(C)(C)C2=O)c1	i	1	i	i	-13	i	2	8	i	-1	i
O=C(NCCCn1ccnc1)c1ccccc1Br	i	-3	i	i	-4	i	2	-3	i	0	i
CCCC(=O)Nc1sc(-c2ccccc2)c(-c2ccccc2)c1C(=O)O	i	8	i	i	-8	i	-1	3	i	-5	i
Cc1cc(N2CCN(C)CC2)nc2ccc(NC(=S)N3CCCCC3)cc12	i	.	i	i	-14	i	1	1	i	.	i
COc1ccc(C(=O)CC(Nc2ccc([N+](=O)[O-])cc2)c2ccc(Cl)cc2)cc1 (stereo unspecified)	i	-3	-6.7*	12*	-19	-9.1*	-1	4	i	-7	i
COc1ccc(-c2cc(C(=O)NCCN3CCOCC3)c3ccccc3n2)cc1OC	i	4	i	i	-9	i	2	.	i	-2	i
COc1ccc(OCCCC(=O)OC(C)C(=O)Nc2ccc(C)cc2)cc1 (stereo unspecified)	i	3	i	i	-7	i	-1	.	i	-2	i
N#Cc1ccccc1CSc1nc2ccsc2c(=O)n1Cc1ccccn1	i	0	i	i	-9	i	1	9	i	0	i
O=C(CSc1nc2scc(-c3ccccc3)c2c(=O)[nH]1)NCCc1ccccc1	i	-8	i	i	-4	i	0	-5	i	0	i
O=c1cc(COc2ccc(Cl)c(Cl)c2)nc2sccn12	i	-3	i	i	-7	i	-1	0	i	0	i
c1ccc(N=P(c2nc3ccccc3o2)(N2CCOCC2)N2CCOCC2)cc1	i	0	i	i	-7	i	1	-4	i	4	i
Oc1c(Br)cc(Cl)cc1C=Nc1ccc(N2CCOCC2)cc1	i	3	i	i	-2	i	2	-7	i	0	i
Cc1ccc(N(C)C(=O)N2CCN(c3ccccn3)CC2)cc1	i	0	i	i	-4	i	4	-1	i	-1	i
COc1cc(NC(=O)CN2C(=O)c3ccccc3C2=O)c(C(=O)O)cc1OC	i	-4	i	i	-4	i	-2	12	i	.	i
CC1CCN(S(=O)(=O)c2ccc(C(=O)N3CCN(c4ccccc4F)CC3)cc2)CC1	i	6	i	i	-3	i	0	-3	i	-9	i
Cc1cc(Cl)ccc1OCCCC(=O)NCCCn1ccnc1	i	-2	i	i	-11	i	-1	-4	i	-2	i
Cc1ccc(CN(Cc2ccccn2)C(=O)Nc2c(F)cccc2F)cc1	i	9	i	i	-7	i	0	2	i	0	i
Cc1c(NC(=O)c2cc(CC(C)C)on2)c(=O)n(-c2ccccc2)n1C	i	2	i	i	-9	i	0	0	i	-3	i
Next part.
SMILES	KCNQ1 act	HDAC3 inh	KCNK9 block	KCNQ1 block	hERG rescue	KCNK3 inh	GSK3B inh	DYRK1A inh	PolyA inhibitor	GSK3 alpha inh	RGS4 act
Cc1ccc(C)c(OCc2nnc(SCC(=O)NC(=O)NCc3ccco3)o2)c1	i	?	i	i	-5	i	1	-1	i	-1	i
O=C(c1ccccc1F)N1CCN(Cc2nc3sc4c(c3c(=O)[nH]2)CCCC4)CC1	i	0	i	i	-15	i	3	-2	i	3	i
CCOC(=O)c1c(C)[nH]c(C)c1C(=O)COC(=O)c1c(OC)cccc1OC	i	4	i	i	-8	i	7	-1	i	-2	i
CCN(CC)S(=O)(=O)c1ccc(C)c(NC(=O)c2cc(C)oc2C)c1	i	-2	i	i	-3	i	1	-5	i	1	i
COc1ccc(CN2CCN(C(=O)c3ccccc3F)CC2)c(OC)c1OC	i	-4	i	i	-5	i	-3	2	i	-2	i
O=C(O)c1ccc(CS(=O)c2cccc(C(F)(F)F)c2)o1 (stereo unspecified)	i	-3	i	i	-10	i	2	2	i	-3	i
Cc1ccc(S(=O)(=O)/N=C(\c2ccccc2)N(C)S(=O)(=O)c2ccccc2)cc1	i	-1	i	i	-4	i	0	-2	i	-2	i
CCCN(CCC)CCNC(=S)Nc1ccc2nc3n(c(=O)c2c1)CCCCC3	i	4	i	i	-13	i	3	.	i	-5	i
O=C(CCC(=O)c1ccc(Br)cc1)Nc1cccnc1	i	2	i	i	-9	i	0	7	i	-2	i
O=C(O)c1ccc(/C=N/NC(=O)c2ccc(NS(=O)(=O)c3cccs3)cc2)cc1	i	2	i	i	-3	i	2	3	i	-2	i
COc1ccc(NC(=O)C2CCCN(S(=O)(=O)c3ccc(C)cc3)C2)cc1OC (stereo unspecified)	i	-4	i	i	-2	i	4	2	i	-2	i
COc1ccccc1/C=C1\NC(=S)N(CC2CCCO2)C1=O (stereo unspecified)	i	11	i	i	-5	i	0	-6	i	-4	i
CC(C)C(=O)NCCc1nc2ccccc2n1CCOc1ccccc1	i	3	i	i	-8	i	-3	1	i	-2	i
CC(C)C(NC(=O)OCc1ccccc1)C(=O)O (stereo unspecified)	i	-9	i	i	-6	i	-3	-7	i	-2	i
CN(C)c1ccc(N=Nc2ccccc2C(=O)OCC(=O)N2CCCC2)cc1	i	.	i	i	-6	i	4	8	i	-1	i
O=c1cc(-c2ccc(C3CCCCC3)cc2)[nH][nH]1	i	6	i	i	0	i	0	1	i	-3	i
O=C1CCc2cc(S(=O)(=O)N3CCN(c4ccccc4)CC3)cc3c2N1CCC3	i	1	i	i	-9	i	1	-1	i	-1	i
COc1ccc(OC)c(Nc2cc(C)nc3ccc(C)cc23)c1	i	15	i	i	-10	i	4	3	i	-1	i

Screening results from PubChem.
